AddAB inh – less growth of phage-infected E. coli with AddAB; E. coli expressing H. pylori AddAB, absorbance growth; inhibition, % at 11.9 µM; actives 0.29% (n = 330,000); in the data active = inhibition above about 12%;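 note: 0% = vehicle wells of infected cells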
E coli growth – counter-screen for AddAB inhibitors: E. coli growth inhibition; E. coli V3065 growth, OD600 absorbance, 18 h; inhibition, % at 11.9 µM; actives 0.27% (n = 330,000); AID 449728;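 active = inhibition above the campaign's mean inhibition across all tested compounds plus 3 SD, cut at about 9.9% in these data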;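 note: uninfected addAB+ strain grown without phage in ampicillin broth; 0% = DMSO wells and 100% = ciprofloxacin 0.95 µg/ml wells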
HTR5A ag – activates human HTR5A in OPRM1-OPRD1 agonist counter-screen; actives 0.61% (n = 340,000); HTR5A agonist assay, luminescence, cell-based; activation, % at 9.3 µM; AID 504692; P47898; in the data active = activation mostly above about 9.5%, no sharp cut-off; inactive = mostly below about 7.6%;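 note: 0% = cells with vehicle only and 100% = reference agonist; strong numbers were not always called active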
Pemphigus Ab inh – inhibitors of pemphigus antibody binding to human desmoglein-3 | P32926 | DSG3-coupled beads, scFv-anti-DSG3-GFP binding, flow cytometry; hits give low values | binding (percent of control), % at 10 µM | actives 0.48% (n = 310,000);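 active = binding more than 3 SD below its plate's average and above zero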;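 note: hits lower antibody fragment binding to DSG3; some compounds called inactive have numbers as strong as hits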
HTR5A inv ag – HTR5A inverse agonism, opioid heterodimer counter-screen; P47898; HTR5A cell line, luminescence; inhibition, % at 9.3 µM; actives 0.083% (n = 340,000); AID 504634; in the data active = inhibition mostly above about 23%, no sharp cut-off; inactive = mostly below about 18%;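 note: 0% = cells with DMSO and 100% = no-cell wells with DMSO; some compounds called inactive have numbers as strong as hits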
OPRM1-OPRD1 inv – inverse agonist of human OPRM1-OPRD1 heterodimerization; inhibition, % at 9.3 µM; cell-based MOR-DOR heterodimer luminescence, inverse agonism; actives 0.21% (n = 340,000); P35372+P41143; AID 504357; in the data active = inhibition above about 22%, passing the limit was not always enough;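 note: 0% = cells with DMSO and 100% = wells without cells with DMSO; values of inactives mirror those of a sister screen read the other way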
Target sequence (P35372 whole entry, looked up): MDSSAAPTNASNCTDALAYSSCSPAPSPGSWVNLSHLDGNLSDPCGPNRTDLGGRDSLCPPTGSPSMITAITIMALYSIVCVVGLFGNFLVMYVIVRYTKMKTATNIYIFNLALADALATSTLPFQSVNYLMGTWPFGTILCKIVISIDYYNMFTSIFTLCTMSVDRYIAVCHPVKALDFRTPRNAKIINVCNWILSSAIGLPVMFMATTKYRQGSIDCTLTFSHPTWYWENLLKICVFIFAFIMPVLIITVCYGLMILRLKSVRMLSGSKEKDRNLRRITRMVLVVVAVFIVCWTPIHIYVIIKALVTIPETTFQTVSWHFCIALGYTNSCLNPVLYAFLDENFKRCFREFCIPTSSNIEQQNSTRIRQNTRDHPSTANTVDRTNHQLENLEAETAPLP
Target sequence (P41143 whole entry, looked up): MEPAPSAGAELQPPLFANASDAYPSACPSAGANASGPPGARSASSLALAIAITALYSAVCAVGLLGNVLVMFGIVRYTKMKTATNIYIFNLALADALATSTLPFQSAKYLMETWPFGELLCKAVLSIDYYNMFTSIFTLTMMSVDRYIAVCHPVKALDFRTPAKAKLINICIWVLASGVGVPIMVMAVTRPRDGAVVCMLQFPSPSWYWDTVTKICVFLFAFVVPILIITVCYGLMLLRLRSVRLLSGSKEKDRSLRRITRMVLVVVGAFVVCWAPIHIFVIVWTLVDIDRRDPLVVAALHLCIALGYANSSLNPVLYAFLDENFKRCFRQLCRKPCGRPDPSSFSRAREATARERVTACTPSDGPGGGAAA
OPRM1-OPRD1 ag – OPRM1-OPRD1 heterodimerization agonism; AID 504326; activation, % at 9.3 µM; actives 0.3% (n = 340,000); cells, luminescence; in the data active = activation above about 18%;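 note: 0% = vehicle-treated cells and 100% = reference agonist; values of inactives mirror those of a sister screen read the other way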
phage Ecoli inh – E. coli growth loss with phage present | growth absorbance | inhibition, % at 11.9 µM | actives 0.26% (n = 360,000); in the data active = inhibition above about 11%
Mot1-301 SUMO – SUMOylation pathway inhibition by Mot1-301 growth rescue | S. cerevisiae Mot1-301 growth rescue, ATP luminescence, 38.5C; percent above DMSO median, 100 means doubled | growth rescue, % at 18.8 µM | actives 1% (n = 320,000);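 active = every valid replicate shows activation above 250% relative to neutral control wells; inactive = the rest, any valid replicate at or below 250%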;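 note: OY570 slx delta 5 strain wells were the positive control but not used for scaling; some compounds called inactive have numbers as strong as hits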
PfHsp90 set2 – growth inhibition of yeast expressing Plasmodium Hsp90; actives 0.32% (n = 310,000); S. cerevisiae expressing PfHsp90, BacTiter-Glo ATP, 48 h; yeast lacking PDR1 and PDR3 efflux regulators; inhibition, % at 9.4 µM;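 active = every replicate shows inhibition above about 80%, whatever the replicate mean, limit read from the data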;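 note: 0% = DMSO neutral controls and 100% = 20 µM radicicol positive controls; yeast relying on Plasmodium falciparum Hsp90 in place of its own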
PKA-R1A act – activates the PKA-R1A holoenzyme complex; activation, % at 11.4 µM; PKA-R1A dissociation, Cy5-IP20 fluorescence polarization; scaled: DMSO 0%, 113 µM cGMP 100%; actives 0.083% (n = 340,000);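 active = percent activation above the mean of all tested compounds plus 3 SD, cut at about 19% in these data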;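 note: higher means more PKAc released from R1A so a rise in polarization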
* marks the source's active call; other numbers are inactive results; nt = not tested or not shown. This is a random part of the collection, and some 3.2% of all compounds hit somewhere here.

SMILES	AddAB inh	E coli growth	HTR5A ag	Pemphigus Ab inh	HTR5A inv ag	OPRM1-OPRD1 inv	OPRM1-OPRD1 ag	phage Ecoli inh	Mot1-301 SUMO	PfHsp90 set2	PKA-R1A act
COc1cc(OC)cc(-c2nnc(NC(=O)CCS(=O)(=O)c3ccc(F)cc3)o2)c1	-0.9	0.3	6	94	-22	1	-0.2	-2.2	3	0	-7
CC(=O)Nc1ccccc1NC(=O)COc1cccc2ccccc12	3.9	-0.1	-2	113	6	9	-2.2	-4.0	80	-5	4
CC(=O)N1CCN(c2ccccc2NC(=O)c2cc3ccccc3o2)CC1	4.7	2.7	-1	nt	-6	16	-3.1	1.2	113	3	-1
C=CC1=CCN(S(=O)C(C)(C)C)[C@H]1CCO (some centres undefined)	nt	nt	-1	109	2	5	-1.2	3.1	nt	-22	2
O=C(OCC(=O)N1CCc2ccccc21)c1cccc(S(=O)(=O)N2CCCc3ccccc32)c1	0.5	0.3	6	133	-19	3	-0.5	0.7	-9	16	7
COc1ccc(CN(CC2CCC(C(=O)O)CC2)C(=S)Nc2ccccc2OC)cc1 (centres undefined)	-1.9	-0.1	-1	98	4	5	-0.9	3.9	nt	-4	-9
COc1cc2cc(C(=O)N3CCOCC3)cc(-c3ccc(C)cc3)c2cc1OC	-4.4	-3.2	8	103	-27	9	-2.1	0.8	-6	-12	-12
CCOc1cc(C(=S)N2CCOCC2)ccc1OC(=O)c1cc(OC)c(OC)c(OC)c1	-0.7	1.8	2	95	-6	1	-0.1	2.1	-4	-3	-2
COC(=O)C1=C(C)NC(C)=C(C(=O)OC)C1c1ccc(NC(C)=O)cc1	0.4	0.4	9	100	-6	-12	2.1	2.0	135	26	1
Cc1c(Cl)cccc1NC(=S)N1CCN(Cc2ccc3c(c2)OCO3)CC1	4.7	0.1	3	83	6	-1	0.1	3.1	112	0	-8
C=CCN(c1ccccc1)S(=O)(=O)c1cccc(C(=O)NCC(c2cccs2)N2CCOCC2)c1 (centres undefined)	-1.2	-1.3	2	106	8	8	-1.6	-1.6	-5	1	-8
CC(OC(=O)c1ccc2c(c1)OCCO2)C(=O)NC1CCCCC1C (centres undefined)	4.6	3.0	-4	109	11	15	-2.9	4.3	-11	0	3
COc1ccc(S(=O)(=O)N(C)C)cc1NC(=O)CSc1nc(N)cc(N)n1	0.1	-0.1	0	100	0	-1	0.2	1.9	42	-61	8
Cc1ccc(C)c(Cn2cnc3c(nnn3-c3ccc(F)cc3)c2=O)c1	0.3	-1.7	10*	95	-26	-32	5.9	2.2	-20	-4	6
CC1(C)CC(=O)c2sc(NC(=O)c3cccs3)nc2C1	3.8	0.2	1	102	-5	22	-4.3	0.8	-3	13	-10
N#CC1(NC(=O)COC(=O)Cc2n[nH]c(=O)c3ccccc23)CCCCC1	1.7	-0.4	0	95	1	-2	0.4	1.8	-25	-3	-18
Cc1cc(C(=O)CSc2nc3ccc(Cl)cc3[nH]2)c(C)n1CC1CCCO1 (centres undefined)	2.8	-0.5	-2	98	-8	8	-1.3	3.6	7	12	3
CCCC(=O)Nc1cnc(NC(=O)c2cccc(F)c2)cc1C	-0.4	0.6	1	113	3	8	-1.5	3.7	-16	20	-1
Cc1ccc(N2C(=O)SC(N(CC(=O)O)c3cccc(C)c3)C2=O)cc1 (centres undefined)	1.4	-1.1	6	99	15	3	-0.4	0.2	0	-29	-8
O=C(NNC(=O)C1CCN(C(=O)Nc2ccccc2)CC1)c1ccc([N+](=O)[O-])cc1	1.1	-2.3	1	101	-6	8	-1.9	0.3	-4	nt	-1
Cc1ccccc1C(=O)NNC(=O)CSc1nnc(C)n1-c1ccccc1	0.2	-0.3	3	87	-8	-5	0.7	2.8	-7	9	-21
CCC(=O)/C(=C(/O)c1ccccc1)c1nc2ccccc2[nH]1	-1.0	-3.4	5	102	-13	21	-4.1	4.0	-9	-12	-7
COCCn1nnnc1C(c1ccccc1OC)N1CCc2ccccc2C1 (centres undefined)	-1.5	1.7	8	101	9	13	-2.2	-0.8	-2	-7	-1
Cc1cc(Cn2nc(C(=O)NCc3cccs3)cc2-c2ccccc2)on1	1.1	0.3	6	105	-21	17	-3.1	1.8	9	-3	-4
CN(CC(=O)Nc1ccc(OC(F)(F)F)cc1)C(=O)Cc1cccs1	2.9	1.7	-5	nt	10	17	-4.4	6.3	-16	-7	-5
O=C(Nc1ccc(Cl)cc1)/C(=C1\CCCN1)[N+](=O)[O-]	0.9	1.7	-2	94	5	14	-2.6	-0.3	138	13	3
O=C(O)C12CC3CC(C1)CC(n1ncc(NCc4ccccc4)c(Cl)c1=O)(C3)C2	-0.9	-1.1	-2	103	6	2	-0.3	3.5	317	-37	3
C[C@@H](N)C(=O)NC[C@H]1CC[C@H](C(=O)N[C@@H](Cc2ccccc2)C(=O)O)CC1	nt	nt	2	111	-8	16	-3.3	2.9	5	-3	4
CCc1nnc(NC(=O)CCC(=O)NCc2ccccc2OC)s1	-0.3	0.9	3	103	-14	11	-2.2	2.2	0	2	1
O=C(N/N=C/c1cccc([N+](=O)[O-])c1O)C(O)(c1ccccc1)c1ccccc1	3.3	2.1	-1	97	4	24	-5.0	4.4	-1	0	9

Molecules listed so far containing fluorine (four):
SMILES	AddAB inh	E coli growth	HTR5A ag	Pemphigus Ab inh	HTR5A inv ag	OPRM1-OPRD1 inv	OPRM1-OPRD1 ag	phage Ecoli inh	Mot1-301 SUMO	PfHsp90 set2	PKA-R1A act
COc1cc(OC)cc(-c2nnc(NC(=O)CCS(=O)(=O)c3ccc(F)cc3)o2)c1	-0.9	0.3	6	94	-22	1	-0.2	-2.2	3	0	-7
Cc1ccc(C)c(Cn2cnc3c(nnn3-c3ccc(F)cc3)c2=O)c1	0.3	-1.7	10*	95	-26	-32	5.9	2.2	-20	-4	6
CCCC(=O)Nc1cnc(NC(=O)c2cccc(F)c2)cc1C	-0.4	0.6	1	113	3	8	-1.5	3.7	-16	20	-1
CN(CC(=O)Nc1ccc(OC(F)(F)F)cc1)C(=O)Cc1cccs1	2.9	1.7	-5	nt	10	17	-4.4	6.3	-16	-7	-5

(continued)
SMILES	AddAB inh	E coli growth	HTR5A ag	Pemphigus Ab inh	HTR5A inv ag	OPRM1-OPRD1 inv	OPRM1-OPRD1 ag	phage Ecoli inh	Mot1-301 SUMO	PfHsp90 set2	PKA-R1A act
Cc1nnc(SCSc2nnc(C)s2)s1	1.4	0.3	1	100	-3	9	-1.9	1.6	-14	5	6
CN(C)Cc1c(C(=O)N/N=C/c2cccc(OCc3ccc(F)cc3)c2)nnn1-c1nonc1N	2.5	-3.3	1	102	15	-3	0.5	0.7	-9	-5	-11
O=C(c1ccc(C(F)(F)F)cc1)N1CCC(=O)N(C(COCc2ccc(Cl)cc2)Cc2ccccc2)CC1 (centres undefined)	1.1	1.5	7	97	-22	-40	6.8	1.0	6	-6	-1
O=C(/C=C/c1cn(-c2ccccc2)nc1-c1cccnc1)N1CCCCC1	4.8	-0.6	1	95	-4	16	-3.1	3.9	-11	-52	0
CC1CCCC(NC(=O)COC(=O)COc2ccc(C#N)cc2)C1C (centres undefined)	-3.6	-3.7	-1	114	5	-5	0.9	0.1	3	-33	0
N/C(Cc1ccc([N+](=O)[O-])cc1)=N\OC(=O)c1ccc(Br)o1	6.3	2.6	9	99	-34	-49	9.4	4.4	-4	4	-1
CCOC(=O)c1oc2ccc3c(c2c1C)C(=O)CC1(CCN(C(=O)OCC)CC1)O3	1.6	0.0	1	111	-17	13	-2.3	2.0	418	6	-4
C=CCN1CN(Cc2ccco2)CNC1=S	6.8	2.3	2	97	-5	22	-3.6	2.2	17	5	0
CCOC(=O)c1c(-c2ccc(C)cc2)csc1NC(=O)C1CC=CCC1C(=O)O (centres undefined)	0.5	-0.7	5	109	-12	8	-1.8	1.8	-16	8	-3
O=C(CN1C(=O)C2C3CCC(C3)C2C1=O)OCC(=O)c1ccc(Br)cc1 (centres undefined)	2.7	4.3	-2	101	0	24	-4.4	2.1	6	6	-12
CCN1C(=O)C(O)(CC(=O)c2ccc3c(c2)OCCO3)c2ccccc21 (centres undefined)	2.0	-2.0	-2	108	7	16	-3.1	2.7	-24	21	0
Clc1ccc(CNCC2CCCO2)c(Cl)c1 (centres undefined)	1.4	0.5	nt	93	nt	nt	nt	5.5	24	nt	nt
N#CC1=C(N)OC2=C(C(=O)CCC2)C1c1cccs1 (centres undefined)	2.3	1.3	3	100	-8	21	-4.0	4.1	-8	5	-8
CCCC(=O)c1ccc(N2CCN(C(=O)c3ccccc3Br)CC2)c(F)c1	0.8	-1.0	-2	nt	6	-7	1.7	2.7	17	-13	-4
CCCC(=O)NC(Nc1cccc(C(F)(F)F)c1)C(Cl)(Cl)Cl (centres undefined)	4.5	2.5	4	107	-1	10	-1.6	1.4	147	-8	6
Cc1cc(N2CCN(C)CC2)nc2ccc(NC(=S)NCCC(C)C)cc12	-1.8	-2.1	-1	102	3	11	-2.4	0.9	-7	-22	-3
c1ccc(-n2ncc3c2ncn2nnnc32)cc1	0.9	0.9	10	80	-26	4	-0.7	0.9	1	9	-8
Cc1cccc(N(C(=O)c2snc(C(N)=O)c2N)C(C(=O)NCC2CCCO2)c2ccc(N(C)C)cc2)c1 (centres undefined)	4.7	2.1	0	108	0	-4	0.4	2.4	35	4	-4
CC(=O)NNC(=O)C(O)(c1ccccc1)c1ccccc1	-0.9	0.9	2	98	10	12	-2.2	2.0	-6	nt	0
COc1c2ccc(OCC/C(C)=C/C(=O)C=C(C)C)cc2nc2occc12	4.2	0.1	10	103	-31	-17	3.0	1.0	-11	1	-10
c1ccc(NCc2cccc3ccccc23)nc1	6.0	-1.0	-1	94	5	6	-1.4	-1.2	-14	3	-2
COc1cccc(NC(=O)C2CCCN2C(=O)Nc2cccc(F)c2)c1 (centres undefined)	0.8	-1.5	5	100	-29	-7	1.4	1.6	-6	-7	-3
Cc1cc(C)nc(NC(=O)c2ccc(Cl)cc2Cl)n1	-0.3	-1.2	2	114	-7	3	-0.6	1.4	-19	nt	-8
COc1ccccc1N1CCN(c2cc(C)nc3nc(C)nn23)CC1	3.4	0.5	-4	109	10	-1	0.1	2.9	12	11	-9
COc1cc(/C=C/C(=O)OCC(=O)NCCC2=CCCCC2)ccc1O	1.9	3.2	2	99	37	8	-1.4	2.3	-1	-4	-21
O=C(Cc1cccs1)Nc1nnc(SCC(=O)NC2CCCCC2)s1	0.9	1.2	3	96	4	6	-1.2	-0.6	0	nt	7
Cc1ccc(C(=O)Nc2ccc(N3CCN(C)CC3)cc2)c(Cl)c1	-0.8	-1.5	-1	98	3	7	-1.5	2.5	-12	-5	-9
COc1ccc(C(=O)OCC(=O)Nc2ccccc2)cc1[N+](=O)[O-]	-3.6	0.0	3	98	-5	13	-2.5	2.7	-1	3	-10
CCCCCCn1c(SCC(=O)c2ccccc2)nc2c1c(=O)[nH]c(=O)n2C	0.5	-1.8	-3	109	4	2	-0.3	-0.2	1	3	-2
Cc1cccc(OCc2nc(-c3ccccn3)n[nH]2)c1	-3.1	-2.0	5	91	9	0	0.1	-0.2	-9	20	7
S=c1nc2[nH]c3ccccc3c2n[nH]1	nt	nt	-2	126	10	7	-1.4	3.2	nt	0	-10
